Screening results deposited in PubChem by The Scripps Research Institute Molecular Screening Center.
FBW7 act: FBW7 E3 ligase activators, primary screen, biochemical, AlphaScreen, human | normalized activity (activation), % at 26.1 µM | 650,000 compounds, 0.13% hits | F-box/WD repeat-containing protein 7 (Homo sapiens), Q969H0 | AID 1259310, 2017 | AlphaScreen FBW7–phospho-cyclin E peptide binding, activator screen; in the data active = normalized activity above about 1.9%;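 note: purified mutant Fbw7 with reduced substrate affinity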
GPR151 ag: activators of human GPR151, primary screen, cell-based, PathHunter beta-arrestin, luminescence; G-protein coupled receptor 151 (Homo sapiens), Q8TDV0; PathHunter beta-arrestin GPR151 cells; activation, % at 11.2 µM; 650,000 compounds, 1% hits; in the data active = activation above about 4.9%;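 note: 0% = median of compound wells and 100% = cells with positive control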
Target sequence (Q8TDV0 whole entry, looked up): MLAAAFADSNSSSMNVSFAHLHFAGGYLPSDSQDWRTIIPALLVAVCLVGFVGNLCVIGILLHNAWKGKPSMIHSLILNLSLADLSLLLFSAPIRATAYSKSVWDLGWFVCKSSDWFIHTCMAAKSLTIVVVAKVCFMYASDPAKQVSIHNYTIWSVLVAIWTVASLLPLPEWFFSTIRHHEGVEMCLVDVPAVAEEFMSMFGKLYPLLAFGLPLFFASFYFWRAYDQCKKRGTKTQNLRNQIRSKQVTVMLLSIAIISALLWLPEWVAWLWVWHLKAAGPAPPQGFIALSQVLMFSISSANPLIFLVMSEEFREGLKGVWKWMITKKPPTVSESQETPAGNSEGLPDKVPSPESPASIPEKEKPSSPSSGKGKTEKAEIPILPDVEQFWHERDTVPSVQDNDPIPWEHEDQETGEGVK
TEAD-YAP inh: TEAD-YAP interaction inhibition, primary screen, TEAD-YAP interaction inhibitor project, luminescence, HEK-TIYL cells | TEAD-Gal4/YAP UAS-luciferase luminescence | inhibition, % at 9.12 µM | 640,000 compounds, 1.4% hits | AID 1259422, 2018; in the data active = inhibition above about 32%;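 note: 0% = median of test compound wells and 100% = reference inhibitor wells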
MITF inh: MITF inhibitors, primary screen, biochemical, AlphaScreen, human; AlphaScreen MITF homodimerization, bead proximity signal; inhibition, % at 2.6 µM; 650,000 compounds, 0.91% hits; AID 1259374, 2018; in the data active = inhibition above about 50%;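 note: 0% = vehicle wells with protein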
Target sequence (O75030 whole entry, looked up): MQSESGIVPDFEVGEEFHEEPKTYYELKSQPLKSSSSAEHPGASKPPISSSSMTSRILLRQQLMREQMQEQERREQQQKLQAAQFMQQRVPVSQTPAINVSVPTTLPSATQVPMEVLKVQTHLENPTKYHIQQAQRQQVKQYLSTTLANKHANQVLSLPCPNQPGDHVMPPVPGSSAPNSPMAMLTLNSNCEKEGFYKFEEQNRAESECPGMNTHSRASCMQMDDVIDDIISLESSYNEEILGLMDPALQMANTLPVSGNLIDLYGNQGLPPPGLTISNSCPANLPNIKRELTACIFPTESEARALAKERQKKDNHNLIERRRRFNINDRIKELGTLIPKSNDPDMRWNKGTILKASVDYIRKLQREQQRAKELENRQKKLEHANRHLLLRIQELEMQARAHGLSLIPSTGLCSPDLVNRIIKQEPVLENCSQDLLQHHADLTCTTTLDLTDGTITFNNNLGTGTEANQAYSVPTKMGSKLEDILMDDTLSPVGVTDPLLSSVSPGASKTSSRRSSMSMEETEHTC
The depositor's hits bear a star.

| Structure | TEAD-YAP inh | GPR151 ag | FBW7 act | MITF inh |
| --- | --- | --- | --- | --- |
| Cc1noc(C)c1-c1nc(NCCOc2ccccc2)c2ncn(C(C)C)c2n1 | -16 | 1.8 | 0.0 | 9 |
| Cn1c(=O)c2c(SC3CCCC3)nc(C3CCCC3)nc2n(C)c1=O | 1 | -0.2 | 0.1 | 1 |
| CSc1ccc(C(=O)NCC2CCC3(CCN(C(=O)Cc4ccccc4)CC3)O2)cc1 (stereo not drawn) | 0 | 3.3 | -0.1 | 12 |
| CC[C@H](C)[C@H]1C(=O)Nc2cc(S(C)(=O)=O)ccc2N1C(=O)Cc1ccccc1Cl | 2 | 1.8 | -0.1 | 12 |
| CCOC(=O)CSC1=Nc2ccccc2C2=NC(Cc3ccccc3)C(=O)N12 (stereo not drawn) | -19 | 1.7 | -0.5 | 16 |
| CCCOC(=O)CSc1ncnc2sc(C)c(C)c12 | -3 | 2.2 | 0.1 | -10 |
| C=CCSc1nnc(NC(=O)Cn2cnc3c2c(=O)n(C)c(=O)n3C)s1 | -2 | -1.2 | 0.2 | 11 |
| CC(C)(C)c1ccc(/C=N/Nc2ccc(S(=O)(=O)N3CCOCC3)cc2[N+](=O)[O-])cc1 | 7 | 2.3 | 0.2 | 6 |
| COc1ccc(C(=O)Nc2ccc(Oc3cccc(Oc4ccc(NC(=O)c5ccc(OC)c(OC)c5)cc4)c3)cc2)cc1OC | -1 | -1.0 | -0.1 | 35 |
| CN1CCCC(OC(=O)COc2ccccc2)C1 (stereo not drawn) | 6 | 0.0 | 0.0 | -3 |

Other records.
| Structure | TEAD-YAP inh | GPR151 ag | FBW7 act | MITF inh |
| --- | --- | --- | --- | --- |
| CC(=O)N1CCc2cc(S(=O)(=O)NC(CC(C)C)C(=O)NCc3ccccc3)ccc21 (stereo not drawn) | -2 | 1.1 | 0.1 | -11 |
| O=c1c2ccccc2nc(SCc2ccc(Cl)cc2)n1Cc1ccco1 | 8 | -1.7 | 0.0 | -10 |
| CC(C)Sc1nnc(CSc2ncccn2)n1-c1ccccc1 | -3 | -0.1 | 0.0 | 4 |
| COCCNC(=O)c1oc2ccc3c(c2c1C)C(=O)CC1(CCCCCC1)O3 | 10 | 1.3 | 0.2 | 2 |
| CCCCCc1ccc(-c2ccc(-c3nnc(-c4ccc(Cl)cc4)s3)cc2)cc1 | 7 | 0.3 | 0.1 | 10 |
| COc1ccc(-c2nc3ccc(C(=O)NCCOc4ccccc4)cc3s2)cc1 | -15 | -0.4 | 0.4 | 24 |
| CCOc1ccc(C(=O)Nc2ccc(-c3nc4ncccc4o3)cc2)cc1 | -5 | 0.1 | 0.1 | 5 |
| COc1ccc(-c2noc(CC(=O)N3CCc4cc(OC)c(OC)cc4C3C)n2)cc1 (stereo not drawn) | 4 | 0.7 | 0.1 | 0 |
| Cc1cc2nc(SCCN3CCOCC3)[nH]c2cc1C | -58 | -0.1 | 0.0 | 5 |
| COc1cccc(CSCC(=O)NCCc2ccccc2)c1OC | -8 | -1.1 | 0.1 | -13 |

Remaining list, next part:
| Structure | TEAD-YAP inh | GPR151 ag | FBW7 act | MITF inh |
| --- | --- | --- | --- | --- |
| COc1ccc(-c2nc(Nc3cc(OC)c(OC)c(OC)c3)c3ncn(-c4ccccc4)c3n2)cc1 | -6 | -1.3 | 0.8 | 16 |
| CCCCCn1c(SCC(=O)Nc2ccc(OCC)cc2)nc2cc(C(=O)N3CCC(C(N)=O)CC3)ccc2c1=O | 7 | -2.1 | 0.1 | 6 |
| COc1ccc(Cl)cc1CN1C(=O)C(C)Oc2cccnc21 (stereo not drawn) | 11 | -1.0 | 0.6 | 9 |
| Cc1ccc(Nc2nc(N3CCOCC3)nc3c2cnn3C)c(C)c1 | -2 | 5.4* | -0.1 | 2 |
| Cc1cc(C)cc(OCC(=O)NCc2ccncc2)c1 | -2 | -2.3 | 0.0 | -5 |
| COC(=O)C1C(=O)C2=C(CC1C)NC(=O)CC2c1ccc(O)c(OC)c1 (stereo not drawn) | 0 | -0.6 | 0.0 | -4 |
| COc1ccc(NC(=O)C2=C(C)NC(=S)NC2c2ccc(C(C)C)cc2)c(OC)c1 (stereo not drawn) | -1 | 0.5 | 0.3 | 17 |
| COCCn1c(CCNC(=O)C(C)(C)C)nc2ccccc21 | 4 | -2.0 | 0.1 | -12 |
| CCOc1ccccc1NC(=O)c1oc2ccccc2c1NC(=O)C(C)C | 10 | 1.1 | -0.1 | -18 |
| Cc1ccc(NC(=O)CN2CCN(CC(=O)Nc3ccc(C)cc3)CC2)cc1 | -1 | 1.9 | -0.1 | 4 |

Additional records follow:
| Structure | TEAD-YAP inh | GPR151 ag | FBW7 act | MITF inh |
| --- | --- | --- | --- | --- |
| C1CCC(Nc2nc3nonc3nc2NC2CCC2)C1 | -7 | -0.5 | -0.1 | -1 |
| O=C(O)CSc1nnc2c(n1)OC1(CCCCC1)Nc1ccccc1-2 | 1 | 3.0 | 0.0 | 1 |
| CC1CCN(c2nc3ccc(C(=O)NCCN4CCCCCC4)cc3s2)CC1 | -32 | -0.1 | -0.4 | -69 |
| COc1ccc(N2C(=O)C(CC(N)=O)N(NC(=O)c3cccc(OC)c3)C2=S)cc1 (stereo not drawn) | 0 | 1.2 | 0.0 | 12 |
| Cc1nnc(NC(=S)NC(=O)c2ccc([N+](=O)[O-])cc2)s1 | 0 | 2.3 | -0.1 | -5 |
| CSCCC(C(=O)Nc1ccc(Br)cc1)N1C(=O)c2ccccc2C1=O (stereo not drawn) | -5 | 0.1 | -0.1 | -7 |
| COc1ccc(CCNc2cc(NCCN3CCOCC3)ncn2)cc1 | -17 | 0.2 | 0.6 | 12 |
| Cc1ccc(OC(=O)c2ccc(C(C)(C)C)cc2)c(-n2nc3ccccc3n2)c1 | -6 | -0.6 | 0.2 | 8 |
| COC(=O)c1ccc(Cl)cc1NC(=O)C1=NNC(=O)CC1 | 6 | 0.5 | 0.1 | -9 |
| CC(=O)NN1C(=O)c2ccccc2NC1(C)C | 7 | -0.1 | 0.1 | 0 |

(listing goes on)
| Structure | TEAD-YAP inh | GPR151 ag | FBW7 act | MITF inh |
| --- | --- | --- | --- | --- |
| COc1ccc(COC(=O)Nc2ccc(C)cc2)cc1OC | -48 | -0.7 | 0.2 | -13 |
| COC(=O)c1cc2oc(C)cc2n1Cc1cccc(F)c1 | -14 | -1.2 | 0.0 | 3 |
| O=C1CC(NNC(=O)c2ccc(Br)cc2)C(=O)N1 (stereo not drawn) | 8 | 2.1 | 0.0 | -12 |
| CC(C)CNC(=O)CC(=O)N/N=C/c1ccc(Br)cc1 | 2 | 1.1 | 0.0 | -15 |
| COc1ccc(-c2nc3cc(NC(=O)c4ccc5ccccc5c4)ccc3o2)cc1 | -3 | 0.3 | 0.0 | -2 |
| Cc1cc2oc3c(c(=O)c2cc1C)C(c1ccc(O)cc1)N(CCCN1CCOCC1)C3=O (stereo not drawn) | 3 | 4.0 | 0.1 | 9 |
| O=C(Nc1ccccc1C(=O)N1CCOCC1)c1noc2c1CCCC2 | -6 | 0.6 | -0.2 | 7 |
| CC1(C)CC2CC(C)(CN2C(=O)c2cc3n(n2)C(C(F)(F)F)CC(c2cccs2)N3)C1 (stereo not drawn) | 11 | 0.5 | 0.0 | 7 |
| Cc1ccc(C(=O)C2CCN(C(=S)NCc3ccco3)CC2)cc1 | 8 | -0.5 | 0.1 | -8 |
| Cc1ccc(/C=C(\NC(=O)c2ccccc2)C(=O)NN2CCOCC2)o1 | -3 | -0.6 | 0.3 | -15 |

(further entries)
| Structure | TEAD-YAP inh | GPR151 ag | FBW7 act | MITF inh |
| --- | --- | --- | --- | --- |
| CC(C)/C=N/NC(=O)CSc1nc2ccccc2s1 | 13 | 1.6 | -0.3 | 1 |
| Cc1noc(/C=C/N(C)C)c1S(=O)(=O)N1CCN(c2ccc([N+](=O)[O-])cc2)CC1 | -1 | 1.4 | -0.2 | -3 |
| Cc1cc(CN2CCN(c3ccccc3F)CC2)cs1 | -4 | 0.0 | 0.0 | 3 |
| CC(=O)Oc1ccc(N2C(=O)c3ccc(C(=O)Oc4ccccc4)cc3C2=O)cc1 | -2 | -0.4 | 0.0 | -4 |
| OCCOCCN1CCN(Cc2ccc(Cl)cc2)CC1 | 6 | -0.4 | -0.3 | 83* |
| Cc1nc(CSc2nc3c(sc(=S)n3-c3ccccc3C)c(=O)n2-c2ccccc2)cs1 | 5 | 0.2 | 0.0 | -3 |
| COc1ccc(CNC(=O)C(C)(C)Oc2ccc(Cl)cc2)cc1 | 0 | 0.4 | 0.0 | -10 |
| O=C(O)/C=C/C(=O)N1CCN(Cc2cccc3c2OCO3)CC1 | -3 | 1.0 | -0.1 | -2 |
| O=C(c1ccco1)N1CCN(S(=O)(=O)c2cccnc2)CC1 | 3 | -1.3 | -0.2 | -12 |
| N#C/C(=C\c1ccccc1Br)C(=O)N1CCCC1 | -4 | -1.1 | -0.2 | -2 |

Later entries.
| Structure | TEAD-YAP inh | GPR151 ag | FBW7 act | MITF inh |
| --- | --- | --- | --- | --- |
| Cc1cc(=O)oc2cc(OC(=O)c3ccco3)ccc12 | -1 | 0.3 | 0.1 | 15 |
| CCOC(=O)c1c(NC(=O)c2ccc(Br)s2)sc2c1CCN(CC)C2 | -1 | 0.6 | 0.1 | 1 |
| O=C1N(C2Cc3ccccc3C2)C[C@@H]2C[C@@H](c3cccn3-c3nccs3)N3CCC[C@@]123 | 6 | -0.2 | 0.2 | 10 |
| Cc1cccc(C(=O)NNC(=O)c2cccc(Cl)c2)c1 | 8 | -0.3 | 0.0 | 1 |
| Cc1ccc2c(CC(=O)N3CCCC(C)C3)cc(=O)oc2c1 (stereo not drawn) | -1 | 1.7 | -0.1 | 0 |
| CCC(C)NC(=O)CN(Cc1cccc(C)c1)S(=O)(=O)c1ccc(Cl)cc1 (stereo not drawn) | -6 | -0.4 | -0.1 | 7 |
| CSc1ccc(-c2ccc3c(c2)CC(CNC(=O)C(C)N2CCOCC2)O3)cc1 (stereo not drawn) | -1 | 0.5 | 0.1 | 15 |
| Cc1c(C(=O)NCCCN2CCCC2=O)oc2ccc3c(c12)C=CC1(CCCC1)O3 | 13 | 0.3 | -0.1 | 4 |
| COCCn1c(SCc2ccccc2)nnc1-c1cn(C)nc1OC | -2 | -0.3 | 0.0 | -16 |
| O=C1NN(c2cccc(Cl)c2)C(=O)/C1=C\c1cc(Cl)ccc1O | -4 | 3.5 | 0.2 | -9 |

(more compounds)
| Structure | TEAD-YAP inh | GPR151 ag | FBW7 act | MITF inh |
| --- | --- | --- | --- | --- |
| CC1(C)C2CCC3(C)OC(=O)N(N1c1ccccc1)C23C (stereo not drawn) | -12 | 2.1 | -0.1 | 0 |
| CN1C(=O)C(CC(=O)NCCc2ccccc2)N(NC(=O)c2ccc(Cl)cc2)C1=S (stereo not drawn) | 8 | -0.8 | 0.1 | -3 |
| CCN(Cc1ccccc1)S(=O)(=O)c1cc(C(=O)Nc2cc(Cl)cc(Cl)c2)ccc1F | -11 | 1.3 | 0.0 | 5 |
| CCN(CC)C(=O)CCCOc1ccccc1 | -54 | -0.6 | -0.1 | 13 |
| CC1Cc2nc(SCC(=O)NCc3ccc(F)cc3)n(C)c(=O)c2S1 (stereo not drawn) | -6 | -0.6 | 0.8 | -4 |
| CCC(=O)Nc1ncc2c(n1)CC(c1ccco1)CC2=O (stereo not drawn) | -6 | 1.0 | -0.1 | 31 |
| Cc1ccc(C2=NC(c3ccccc3Cl)NC(c3cc(Br)ccc3O)C2)cc1 (stereo not drawn) | 3 | 0.2 | 0.3 | 21 |
| COc1ccc(OC)c(C2C3=C(COC3=O)Nc3c2c(=O)n(C)c(=O)n3C)c1 (stereo not drawn) | 2 | -1.5 | 0.0 | -4 |
| COC(=O)NC(Nc1ccccc1)C(=O)c1ccccc1 (stereo not drawn) | -7 | 1.5 | -0.2 | 2 |
| CCOc1ccc(Nc2c3c(nc4ncnn24)CCC3)cc1 | 9 | 1.3 | 0.0 | -3 |

(further entries)
| Structure | TEAD-YAP inh | GPR151 ag | FBW7 act | MITF inh |
| --- | --- | --- | --- | --- |
| CC(C)(C)c1ccc(/C=C/C(=O)O)s1 | 6 | 1.6 | -0.1 | 17 |
| O=C(c1ccc(N2CCC(NCc3nc4ccccc4s3)CC2)cc1)N1CCOCC1 | 7 | -0.5 | -0.2 | 2 |
| CC(=O)c1ccccc1NC(=O)COC(=O)c1cc(=O)c2ccccc2o1 | -6 | 0.3 | -0.2 | 2 |
| COc1cc2nc(NCc3ccccc3)n3nc(-c4cccnc4)nc3c2cc1OC | 9 | -1.0 | 0.0 | 4 |
| Cc1cc(CNc2nc3nonc3nc2N2CCCCCC2)nn1C | -13 | 0.4 | 0.0 | 1 |
| CC(C)n1cnc2c(NCCN3CCOCC3)nc(NCCN3CCOCC3)nc21 | -7 | 0.6 | 0.2 | -4 |
| COC(=O)c1sccc1NC(=O)c1cccc(F)c1 | 6 | -0.8 | 0.3 | 5 |
| CN(C)c1ccc(-c2nc3cc(NC(=O)c4ccc(I)cc4)ccc3o2)cc1 | -20 | -0.7 | 0.3 | -6 |
| Cc1ccc2nc(-c3ccc(NC(=O)c4ccc([N+](=O)[O-])cc4)cc3)sc2c1 | 8 | -0.9 | -0.1 | 14 |
| CC1(C)OC2OC(C(=O)Oc3ccc(Cl)cc3)C3OC(C)(C)OC3C2O1 (stereo not drawn) | -7 | 0.0 | 0.0 | 3 |
| Cc1cc(NCc2ccccc2)nc(-c2csc3ccccc23)n1 | -18 | -0.7 | 0.1 | 1 |
| CCOC(=O)C(C)C(=O)c1ccc(C(=O)C(C)C(=O)OCC)cc1 (stereo not drawn) | 1 | -1.3 | 0.1 | 4 |
